High-throughput results from PubChem.
WT yeast gro inh = growth inhibition of WT yeast, mitochondrial fusion screen; mitochondrial fusion phenotypic screen, WT strain; inhibition, % at 10 µM; hit rate 2.1% among 190,000; AID 1362; in the data active = inhibition above about 58%; tested in S. cerevisiae
bCat nuc transl = modulators of beta-catenin nuclear translocation. nuclear translocation activity, % at 5 µM. AID 1665. hit rate 0.3% among 190,000. HeLa beta-catenin nuclear translocation, immunofluorescence imaging;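 active = nuclear translocation activity above 50% at 5 µM, with a well cell count of 50 or more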;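 note: per-cell ratio of nuclear to cytoplasmic median beta-catenin stain intensity; plate controls were DMSO negative control for no effect and GSK-3 inhibitor IX positive control for full effect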
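assay system = human HeLa cells, endogenous beta-catenin | times = compound treatment 24 h, 37°C, 5% CO2 | detection = Anti-beta-catenin immunofluorescence on PFA-fixed, Triton-permeabilized cells, DAPI nuclei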
PMI inhibitors = MPI enzyme activity inhibition – biochemical, fluorescence intensity, coupled assay, primary screen (AID 1209). purified PMI enzyme, coupled fluorescence intensity; higher % means a stronger effect. hit rate 0.42% among 190,000. one-dose inhibition, % at 20 µM; IC50 in µM for titrated hits;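 note: plate controls were DMSO vehicle for no effect and wells lacking substrate for full effect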
Autophagy HCS = modulators of autophagy | hit rate 0.98% among 190,000 | AID 463193 | MEF GFP-LC3 puncta imaging; test concentration mostly 10 µM | calls only at 10 µM (by protocol);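 active = percentage of spot-positive cells more than 3 SD above its plate mean, without a fluorescence outlier flag or 80% toxicity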;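 note: spot-positive cell cutoff set from DMSO-treated cells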
Ins promoter up = MIN6 insulin promoter up-regulation; MIN6 insulin promoter-GFP reporter, high-content imaging; stronger effect = higher value; z-score at 5 µM; hit rate 0.3% among 190,000;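 active = z-score above 3 at 5 µM with at least 500 cells counted in the well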
MT stabilize HCS = microtubule stabilizers in HeLa cells; HeLa tubulin immunostaining HCS, 24 h; share of cells brighter than vehicle mean+2SD; % tubulin-high responders, % at 10 µM; hit rate 0.83% among 200,000; AID 2205;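 active = plate Z-score above 3 for both tubulin-high and condensed-nucleus cell shares, with cell loss under 80%, at 10 µM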;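 note: anti alpha tubulin signal scored within the nucleus-defined area of each cell; some results filed as inactive read as strong as hits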
Yfh1-off respiration = mitochondrial function rescue without frataxin homolog – Friedreich's ataxia, plus single-dose screen, dose response (AID 1465) | S. cerevisiae Yfh1-off respiration, WST-1 reduction, 72 h; higher fold induction means a stronger effect | fold induction at 50 µM, or EC50 in µM where a hit was titrated | hit rate 0.074% among 220,000;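 active = fold induction of absorbance versus untreated yeast above a set limit, then at least 30% activation at any dose in follow-up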;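 note: activators that raise dye reduction in frataxin-depleted yeast; strong numbers were not always called active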
Dynein transport = blocks dynein driven cargo transport along microtubules. AID 1381. z-score, hits read low. hit rate 0.47% among 220,000. 3617.4 mouse cells, GR-EGFP nuclear translocation imaging; test concentration mostly 20 µM; stimulated with dexamethasone, 1 µM; stronger effect = lower value;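 active = plate z-score of nuclear minus cytoplasmic receptor signal below a set negative limit, without overly bright fluorescence or cell loss, cut at about -3.5 in these data, passing the limit was not always enough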;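 note: z-score of nuclear minus cytoplasmic ring GR-EGFP intensity difference per well; some compounds called inactive have numbers as strong as hits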
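Medium: Induction medium lacking tetracycline, stripped serum | Probe or stimulus: 1.0 µM final dexamethasone stimulus | Schedule: 48 h induction, then 1 h compound, then 30 min agonist, 37 °C | Signal: Automated 10x imaging of fixed Hoechst-stained cells | Evaluation: Per-cell GR-EGFP intensity, nucleus versus surrounding cytoplasmic ring, well-averaged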
PMI inhibition = human PMI inhibitors, high substrate, primary screen, biochemical, fluorescence intensity, high mannose 6-phosphate (AID 1220); recombinant PMI enzyme, coupled fluorescence intensity; higher % means a stronger effect; one-dose inhibition, % at 20 µM; IC50 in µM for titrated hits; hit rate 0.66% among 190,000
WT yeast gro inh mutant strain = further read-out of WT yeast gro inh, marked with its call; inhibition, %; mitochondrial fusion phenotypic screen, mutant strain inhibition
Dynein transport cytoplasmic EGFP = recorded beside Dynein transport, whose call it bears; z-score; measured here: cytoplasmic GR-EGFP intensity; stronger effect = higher value
Dynein transport nuclear GR-EGFP = also measured in Dynein transport; calls as there; z-score; measured here: nuclear GR-EGFP intensity;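 lower value marks the stronger effect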
Dynein transport cell count = second read-out of Dynein transport, no call of its own (marks repeat the call); z-score; measured here: cell count per field
Ins promoter up cell count = recorded beside Ins promoter up, whose call it bears; cell count; measured here: cytotoxicity, nuclei count;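 total cells summed across four imaged fields per well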
bCat nuc transl cell count 5 µM = second read-out of bCat nuc transl, no call of its own (marks repeat the call); cell count; measured here: cell count, cytotoxicity flag
MT stabilize HCS Hoechst-high % = recorded beside MT stabilize HCS, whose call it bears; % Hoechst-high responders; measured here: nuclear condensation Hoechst responders;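 share of cells brighter than vehicle mean plus two SD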
MT stabilize HCS cytotoxicity % = recorded beside MT stabilize HCS, whose call it bears; toxicity, %; measured here: cytotoxicity by cell density;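 0% = mean cell density of plate MIN control wells and 100% = no cells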
Autophagy HCS cell loss 18 h = second read-out of Autophagy HCS, no call of its own (marks repeat the call); toxicity, %; measured here: cell loss, nuclei count;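 cell loss after 18 h compound exposure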
* = called active by the depositor; i = inactive; x = not tested or not shown. Cut-off read from the data, not from the text of the source, unless noted: active = inhibition above about 50%; inactive = the rest.

compound	WT yeast gro inh	WT yeast gro inh mutant strain	bCat nuc transl	bCat nuc transl cell count 5 µM	PMI inhibitors	Autophagy HCS	Autophagy HCS cell loss 18 h	Ins promoter up	Ins promoter up cell count	MT stabilize HCS	MT stabilize HCS Hoechst-high %	MT stabilize HCS cytotoxicity %	Yfh1-off respiration	Dynein transport	Dynein transport cytoplasmic EGFP	Dynein transport nuclear GR-EGFP	Dynein transport cell count	PMI inhibition
CCOc1ccccc1Nc1nnc(SC(C)C(=O)Nc2nc(-c3ccccc3)cs2)s1 (stereo unspecified)	-2	-15	10	401	4%	i	2	-0.23	1309	3.8	3.6	10.0	i	-0.74	-0.18	-0.66	0.32	1%
O=C(C1CCN(Cc2ccc(F)cc2)CC1)N(CCc1ccccc1)Cc1ccccc1	31	23	-2.0	497	6%	i	5	-0.67	1159	5.3	2.1	7.7	i	-1.3	-0.24	-0.39	0.65	3%
O=C(CSCc1ccc(F)cc1)NCc1ccc2c(c1)OCO2	-8	0	-1.9	1087	6%	i	-2	-0.12	1307	4.5	1.7	8.1	i	-0.11	0.6	0.038	0.24	6%
O=c1ccc(/C=C/c2ccccc2)nn1Cc1ccc(F)cc1	19	-6	-2.3	1100	13%	i	0	-0.3	1388	1.8	1.6	1.3	x	1.8	0.00072	0.94	-1.9	18%
O=C(OCC1CC(c2ccccc2Cl)=NO1)c1ccc(Br)cc1 (stereo unspecified)	19	0	3.5	1018	20%	i	-5	0.63	1416	3.2	2.3	5.5	i	1.4	-0.011	1.2	-1.4	16%
O=C(CN1CCCC1)Nc1ccc([N+](=O)[O-])cc1Cl	-7	8	-2.1	1086	-9%	i	4	-0.66	1230	1.7	1.8	12	i	-0.11	-0.26	-0.056	0.46	3%
CCC(=O)Nc1ccc(Cl)c(NC(=O)C(C)C)c1	7	8	0.5	1061	10%	i	13	x	x	4.3	2.0	4.6	i	0.0047	-0.24	-0.12	0.42	9%
Cc1cc(NC(=O)C2CCCC2)nc2c1c(=O)oc1ccccc12	26	2	-4.5	1207	15%	i	-3	0.11	837	2.9	1.4	3.0	i	-0.73	-0.28	-0.087	0.83	8%
COc1cc(CO)c(Br)cc1OCC(=O)Nc1ccccc1C	-10	3	-2.8	1081	-7%	i	-7	0.7	1174	2.0	1.7	4.2	i	-0.13	-0.36	-0.43	0.39	-6%
Cc1cc(N2CCOCC2)nc(SCc2c(Cl)cccc2Cl)n1	24	13	-0.8	1092	23%	i	3	1.1	1418	1.7	1.5	5.3	i	-0.2	-0.24	-0.12	0.17	9%
C=CCn1sc(N)c(C(=O)OCC)c1=S	-10	-3	5.7	1047	-8%	i	1	-0.15	1031	2.7	4.1	5.6	i	2.3	-0.18	0.59	-0.7	0%
Cc1nn(Cc2ccccc2)c2sc(C(=O)N3CCN(Cc4ccc5c(c4)OCO5)CC3)cc12	19	0	0.6	982	18%	i	-5	-0.53	1678	1.1	1.2	9.3	i	0.12	-0.15	0.26	0.54	17%
O=C(NC1CCN(Cc2ccccc2)CC1)C1CCN(S(=O)(=O)c2cccc3nsnc23)CC1	3	4	-1.6	1039	23%	i	-7	0.26	1312	5.0	3.2	5.3	i	-0.17	-0.32	-0.0049	0.11	16%
CCOC(=O)[C@H]1CCC[C@@H](NS(=O)(=O)c2ccc(NC(C)=O)cc2)C1	-13	-6	-1.6	973	0%	i	10	-1.4	1461	1.3	1.0	3.0	i	1	-0.22	0.31	0.16	4%
O=C(Cn1cc([N+](=O)[O-])cn1)NCCc1nc2ccccc2[nH]1	0	0	1.1	1032	4%	i	-3	0.19	994	2.0	2.1	8.8	x	-0.77	-0.22	-0.34	0.48	9%
Cc1ccc(S(=O)(=O)N2CCOCC2)cc1C(=O)Nc1ccc(C(N)=O)cc1	x	x	-0.8	1082	x	x	x	-0.37	1302	x	x	x	i	-0.82	-0.28	-0.44	0.96	x
CC(Sc1nc(N(C)C)nc(N2CCOCC2)n1)C(=O)Nc1ccccc1 (stereo unspecified)	8	13	0.2	1120	3%	i	0	-1.3	1278	4.3	1.4	3.9	i	1.8	-0.23	0.93	-1.2	3%
CCn1c(=O)[nH]c2cc(C(=O)Nc3cc(C)cc(C)c3)ccc2c1=O	9	10	-0.9	1439	-2%	i	-1	0.37	1460	5.6	1.7	4.5	i	-0.77	0.16	-0.41	1.1	-3%
COc1cc(-c2nnc(-c3ccncc3)o2)ccc1OCc1ccccc1	7	6	-4.4	1208	2%	i	-7	-0.28	1352	5.5	3.2	8.0	i	1.3	0.011	1.5	-2.2	2%
O=C(c1ccc(Cn2c(=O)[nH]c3ccccc3c2=O)cc1)N1CCN(c2ccc(Cl)cc2)CC1	54	11	-4.5	955	24%	i	-2	-0.39	669	8.6	2.6	14	i	-0.45	0.35	0.22	-0.55	16%

Just MT stabilize HCS Hoechst-high %, WT yeast gro inh mutant strain and Yfh1-off respiration, for some of the entries so far:
canonical_smiles,MT stabilize HCS Hoechst-high %,WT yeast gro inh mutant strain,Yfh1-off respiration
O=C(C1CCN(Cc2ccc(F)cc2)CC1)N(CCc1ccccc1)Cc1ccccc1,2.1,23,i
O=C(CN1CCCC1)Nc1ccc([N+](=O)[O-])cc1Cl,1.8,8,i

More entries:
compound	WT yeast gro inh	WT yeast gro inh mutant strain	bCat nuc transl	bCat nuc transl cell count 5 µM	PMI inhibitors	Autophagy HCS	Autophagy HCS cell loss 18 h	Ins promoter up	Ins promoter up cell count	MT stabilize HCS	MT stabilize HCS Hoechst-high %	MT stabilize HCS cytotoxicity %	Yfh1-off respiration	Dynein transport	Dynein transport cytoplasmic EGFP	Dynein transport nuclear GR-EGFP	Dynein transport cell count	PMI inhibition
CCN(CC)C(=O)c1sc(NC(=O)c2ccncc2)c(C(=O)OC)c1C	4	3	-5.8	570	0%	i	30	-4.4	502	2.0	1.9	5.7	i	-0.027	-0.22	0.14	-0.44	-5%
O=C(c1cc([N+](=O)[O-])ccc1Cl)N1CCN(c2ccc(F)cc2)CC1	32	14	-0.4	528	3%	i	0	-0.06	1185	8.5	2.0	7.4	i	-0.5	0.033	-0.2	0.44	1%
CCNc1nc(SC(C)C(=O)Nc2ccccc2)nc(N(C)C)n1 (stereo unspecified)	-1	-3	-1.0	1095	-2%	i	4	-0.55	1216	3.7	3.0	4.6	x	-0.69	-0.28	-0.31	0.52	5%
CC1CCCCC1NC1=NCCCS1 (stereo unspecified)	3	11	5.1	972	-9%	i	2	1.4	981	4.5	1.8	12	i	0.73	-0.27	0.66	0.19	0%
CC(OC(=O)C1=Cc2ccccc2OC1)C(=O)NCc1ccco1 (stereo unspecified)	-10	-11	-3.0	1126	3%	i	-14	0.6	1386	0.6	1.6	11	i	0.64	-0.15	0.24	0.092	10%
CN(c1ccc(C(=O)NCc2ccc3c(c2)OCO3)cc1)S(=O)(=O)c1ccccc1	-4	-3	-2.3	1034	-11%	i	-39	-0.12	1581	1.8	2.1	9.3	i	-0.43	0.13	-0.15	0.34	-4%
COc1ccc(CNC(=S)Nc2cc(OC)ccc2OC)cc1	-7	4	-3.4	580	7%	i	-1	-0.11	1342	0.9	3.0	8.0	i	0.26	-0.29	-0.11	-0.17	12%
CCN(C(=O)COc1ccccc1[N+](=O)[O-])C1CCS(=O)(=O)C1 (stereo unspecified)	5	15	2.4	492	-2%	i	-5	0.15	1232	4.0	3.1	4.1	i	-0.47	-0.26	-0.49	-0.076	-4%
C=CCON1C(=O)C(=O)N(OCC=C)[C@H]2CCCC[C@H]21	x	x	1.3	1226	x	x	x	0.15	1063	x	x	x	i	-0.65	-0.28	-0.38	1.6	x
O=C(COC(=O)c1ccc(F)cc1)Nc1nc2ccc([N+](=O)[O-])cc2s1	7	9	0.6	1505	3%	i	-23	-0.05	1456	3.5	2.1	4.6	i	-1.1	-0.24	-0.47	1.1	1%
CCCC(c1nnnn1CS(=O)(=O)c1ccc(C)cc1)N1CCN(c2ccccc2)CC1 (stereo unspecified)	17	1	x	x	19%	i	9	-0.85	1361	2.2	2.5	2.4	i	-0.14	-0.23	0.15	0.31	14%
